# Screening results deposited in PubChem by NCI.
# All columns: NCI-60 one-dose screen, growth in % after 48 h at 10 µM unless noted; 100 = growth as untreated, 0 = no growth, -100 = all killed.
# MOLT-4 – MOLT-4 leukemia cells | actives 6.9% (n = 80,000)
# MDA-MB-435 – MDA-MB-435 melanoma; actives 7.8% (n = 82,000); AID 1794794
# MDA-MB-468 – MDA-MB-468 breast cancer. actives 8.5% (n = 78,000)
# BT-549 – BT-549 breast cancer; AID 1794793; actives 4.4% (n = 78,000)
# MDA-MB-231 – MDA-MB-231 breast cancer | actives 5% (n = 81,000) | AID 1794789
# SR – SR leukemia cells. actives 8.7% (n = 73,000)
# MCF7 – MCF7 breast cancer. actives 6.3% (n = 82,000)
# K-562 – K-562 leukemia; actives 7.4% (n = 78,000)
# * hit, by the source's call; x = not tested or not shown; & = joins results of further samples; [ ] = dose if it differs, or a comment. How the source made its calls: active means growth percent below 10; inactive means the rest.
SMILES,MOLT-4,MDA-MB-435,MDA-MB-468,BT-549,MDA-MB-231,SR,MCF7,K-562
COC(=O)C1=C/C(=N\c2nc(O)c(-c3c(O)n(Cc4ccc(Cl)cc4)c4ccc(OC)cc34)s2)C=CC1=O,89,104,99,95,83,95,88,98
Cn1c(=O)[nH]c2nc(SCC(=O)Nc3ccc(C(=O)/C=C/c4ccccc4Cl)cc3)[nH]c2c1=O,107,97,97,102,102,106,93,x
O=C(N/C=C(/c1ccccc1)S(=O)Cc1ccccc1)Nc1ccccc1Cl (centres undefined),96,100,108,103,89,91,99,94
COc1ccc(NC(=O)C2=C(C)Nc3ncnn3C2c2cc(OC)c(OC)c(OC)c2)cc1 (centres undefined),107,100,x,117,111,107,96,105
COc1cc2c3c(c1O)-c1ccccc1[C@@H]1OC(=O)N(CC2)[C@H]31,97,107,90,111,93,98,90,112
CN(c1ccccc1)S(=O)(=O)c1ccc(NC(=O)CC(=O)c2ccccc2)cc1,83,x,83,109,84,84,97,103
OC[C@H]1O[C@H](O[C@]2(CCl)O[C@H](CCl)[C@@H](O)[C@@H]2O)[C@H](O)[C@@H](O)[C@H]1Cl,x,102,108,98,99,x,97,x
C[C@@H](O)[C@H]1CC[C@H]2[C@@H]3CCC4=CC(=O)C[C@]4(C)[C@H]3CC[C@]12C,96,113,x,89,103,103,99,93
c1ccc(-c2nn(-c3ccccc3)c3nccc(-c4cccs4)c23)cc1,102,103,100,122,116,107,98,111
CN1CCc2c(Sc3ccc(C(=O)NO)cc3)c3ccccc3n2C1,6.7*,24,21,77,8.0*,13,33,28

# As entered above.
# COC(=O)C1=C/C(=N\c2nc(O)c(-c3c(O)n(Cc4ccc(Cl)cc4)c4ccc(OC)cc34)s2)C=CC1=O in BT-549 has 95
# COc1ccc(NC(=O)C2=C(C)Nc3ncnn3C2c2cc(OC)c(OC)c(OC)c2)cc1 (centres undefined) in MDA-MB-435 has 100

# Going on with the list.
SMILES,MOLT-4,MDA-MB-435,MDA-MB-468,BT-549,MDA-MB-231,SR,MCF7,K-562
O=C(Nc1cccc(Cl)c1)OCC#CCOC(=O)Nc1cccc(Cl)c1,73,101,96,87,78,88,86,92
CC(C)CC(CC(C)C)OC(=O)CBr,93,108,107,x,107,99,100,99
CC(=O)OCC(=O)[C@@]1(O)CC[C@H]2[C@@H]3C[C@H](C)C4=CC(=O)CC[C@]4(C)[C@H]3[C@@H](O)C[C@@]21C,88,113,130,102,110,122,88,112
Nc1ccc(NS(=O)(=O)CS(=O)(=O)Nc2ccc(N)cc2)cc1,88,99,94,80,110,92,93,99
NS(=O)(=O)c1ccc(NC(=O)Nc2nc(-c3ccc(Cl)cc3)cs2)cc1,106,87,95,98,108,107,97,86
O=C(/C=C/C(=O)Oc1ccccc1)Oc1ccccc1,110,104,96,110,90,108,111,83
O=C(Oc1ccccc1)c1cc(O)c(O)c(O)c1,62,53,72,65,63,33,79,51
Oc1cccc(-c2nc3cc4nc5ccccc5[nH]c4cc3n2)c1,82,98,99,63,105,77,71,82
CC(=O)Cc1nsc(NC(=O)c2cc(-c3cc(C(F)(F)F)ccc3Cl)oc2C)n1,90,96,110,94,105,84,93,87
CC(C)(O)c1cccc2c(C(C)(C)O)cccc12,97,107,95,x,111,97,121,106
Nc1nc2c(C(=O)Nc3ccc(Br)cc3)c(Nc3ccc(Cl)cc3)nn2cc1-c1nc2ccccc2s1,100,104,112,105,104,97,98,97
CCOC(=O)c1csc(NC(=O)c2ccc(N3CCN(C)CC3)c([N+](=O)[O-])c2)n1,93,95,112,99,84,82,84,45
O=CN1N=C(c2ccc3c(c2)OCO3)CC1c1ccc(F)cc1 (centres undefined),75,94,64,73,78,87,91,71
CC(=O)OC1=C(C)CC(C)(C)CC1=O,98,111,106,108,104,93,99,98
CC(=O)/C(C)=C\C1=C(C)CCCC1(C)C,95,102,111,101,114,98,99,x
O=c1[nH]c(=O)n(C(c2ccccc2)(c2ccccc2)c2ccccc2)cc1N(CCO)CCO,94,110,103,108,91,96,99,104
COc1nc2cc(C)ccc2cc1-c1nc2c(cnn2-c2ccccc2)c(=O)[nH]1,105,86,120,101,112,115,97,98
COC(=O)C1(C)CCC[C@]2(C)[C@H]3C[C@H]4C(C(C)C)=C[C@]3(CC[C@@H]12)[C@H]1[C@@H]4[C@@H](OCC#CCN2CCOCC2)CC[C@@H]1OCC#CCN1CCOCC1 (some centres undefined),70,93,80,98,77,88,77,70
NC(=O)c1noc(C(=O)c2ccccc2)c1N,95,96,96,98,109,91,97,89
CCOc1c(C#N)nnc2c(C#N)c(NC(=O)c3ccccc3)nn12,x,102,103,102,100,x,93,99

# An excerpt from above in order of molar mass, largest number first:
SMILES,MOLT-4,MDA-MB-435,MDA-MB-468,BT-549,MDA-MB-231,SR,MCF7,K-562
COC(=O)C1(C)CCC[C@]2(C)[C@H]3C[C@H]4C(C(C)C)=C[C@]3(CC[C@@H]12)[C@H]1[C@@H]4[C@@H](OCC#CCN2CCOCC2)CC[C@@H]1OCC#CCN1CCOCC1 (some centres undefined),70,93,80,98,77,88,77,70
CC(=O)OCC(=O)[C@@]1(O)CC[C@H]2[C@@H]3C[C@H](C)C4=CC(=O)CC[C@]4(C)[C@H]3[C@@H](O)C[C@@]21C,88,113,130,102,110,122,88,112
O=C(Nc1cccc(Cl)c1)OCC#CCOC(=O)Nc1cccc(Cl)c1,73,101,96,87,78,88,86,92

# The results go on.
SMILES,MOLT-4,MDA-MB-435,MDA-MB-468,BT-549,MDA-MB-231,SR,MCF7,K-562
Cc1ccc2[nH]c(=O)c(=O)[nH]c2c1,83,104,115,71,107,91,91,108
COc1ccc(-n2nc3c(c(C#N)c2=O)CC(c2ccccc2)C([N+](=O)[O-])=C3O)cc1 (centres undefined),86,101,102,102,81,x,93,91
Fc1ccc(-n2cc(COc3ncnc4sc5c(c34)CCCC5)nn2)cc1Cl,99,99,106,103,96,94,95,96
CCSc1ccc([C@@H]2[C@@H](O)C(=O)N2c2cc(OC)c(OC)c(OC)c2)cc1,11,-32*,40,9.7*,24,12,20,7.6*
S=c1[nH]c2ccccc2c2[nH]c3ccccc3c12,102,100,118,102,98,x,95,101
C[C@H]1[C@H]2[C@H]3CC[C@@H]4[C@@]5(C)C/C(=C/c6cccnc6)C(=O)C(C)(C)[C@@H]5CC[C@@]4(C)[C@]3(C)CC[C@]23CO[C@]1(C)[C@@H](C(=O)/C=C\c1cccnc1)C3,17,-7.3*,-5.8*,-20*,-31*,x,9.9*,6.5*
O=C(/C=C(/C=C/c1ccc(C(F)(F)F)cc1)OB(F)F)/C=C/c1ccc(C(F)(F)F)cc1,87,97,97,96,99,93,95,96
COC(=O)/C=C1/SC(=Nc2ccccc2)N(CCc2c[nH]c3ccccc23)C1=O,69,93,98,95,100,59,77,81
CCOC(=O)C(Cc1c[nH]c2ccc([N+](=O)[O-])cc12)(NC(C)=O)C(=O)OCC,94,108,109,123,86,93,93,x
COc1ccc(NS(=O)(=O)c2ccc(-c3cnc(C4CC4)o3)cc2)cc1Cl,32,x,9.8*,58,42,23,17,10
C[N+](C)(C)c1ccc(/C=C2\c3ccccc3-c3ccc(N=Cc4ccc([N+](=O)[O-])cc4)cc32)cc1,91,102,71,113,85,x,84,85
Cc1ccc(-c2csc3nc(N4NC(=O)CC4=O)cn23)cc1,90,90,105,113,104,84,94,95
Cc1ccc2nc(COc3ccc(C(=O)NNC(=S)Nc4ccccc4)cc3)[nH]c2c1,71,94,62,78,88,79,73,68
CC(=O)c1ccc(Nc2ccnc(SCC(=O)c3ccc(Cl)cc3)n2)cc1,67,92,73,x,105,x,81,81
Cc1cccc(NC(=O)Cn2cc(CN3CCN(c4ccnc5cc(Cl)ccc45)CC3)nn2)c1,5.8*,93,90,86,78,78,88,72
CCCOc1nc(SCCC)nc2c1cnn2-c1ccccc1,141,104,106,x,105,x,101,x
NC(N)=N/N=C/c1cccc(Cl)c1Cl,48,4.3*,18,66,82,x,18,4.2*
C[C@H](NC(=O)[C@@H](C)N)[C@H](Oc1ccc2c(cnn2-c2ccc(F)cc2)c1)c1ccc2c(c1)OCCO2,8.4*,45,38,33,43,-42*,46,-3.3*
O=C1OC(c2ccc(-c3ccccc3)cc2)=C/C1=C/c1c2ccccc2cc2ccccc12,73,102,90,x,99,81,84,93
COc1cc(C(=O)n2nc(N)c3c(C)cc(C)nc32)cc(OC)c1OC,36,-13*,20,80,88,13,45,18
CCCCC/C=C/C/C=C/CCCCCCCCNC(=O)Nc1ccc(C)cc1,107,105,94,111,93,108,99,x
COc1ccc(/C=C2\SC(=S)N(NC(=O)C(C)c3ccc(CC(C)C)cc3)C2=O)cc1 (centres undefined),103,109,102,103,108,124,93,100
CC(C)CNc1ncnc2[nH]ncc12,111,101,102,111,113,124,98,94
CSc1nc(Cl)cc(=O)n1C,100,112,98,122,110,100,97,120
COc1ccc(-c2ccc(SCC(=O)Nc3ccccc3)nn2)cc1,111,99,98,99,75,90,98,107
Cc1nc2[nH][nH]c(=O)c2nc1C,97,99,88,111,102,85,109,114
O=C(O)c1ccccc1I,170,107,x,85,106,168,97,141
O=c1[nH]cnc2[nH]ncc12,111&99,113&97&100,100&110,87&103&90,103&112&115,73&61,88&96&88,83&94
COc1ccc(-c2cc3c(oc2=O)-c2ccccc2OC3OC(C)=O)cc1 (centres undefined),72,110,x,102,86,81,90,63
CC1(C)CCc2cc(-c3ccn(S(=O)(=O)c4ccccc4Cl)n3)ccc2O1,65,99,64,100,100,73,73,43
NNc1ccnc2c(N)cccc12,90,103,97,96,94,85,90,93
Cc1nn(-c2ccccc2)c2nc(C)n(/N=C/c3c[nH]c4ccccc34)c(=O)c12,78,100,96,103,82,x,70,78
CCCN1C(=O)/C(=C2\SC(N3CCOCC3)=NC2=O)c2ccccc21,104,102,93,115,110,117,79,104
O=C(/C=C/c1cn(-c2ccccc2)nc1-c1ccc(F)cc1)n1cnc2ccccc21,104,91,97,99,113,114,80,110
CCCCCCCCCCCCCCCCN=Cc1ccc2c(c1)OCO2,99,105,107,95,101,x,78,100
Cc1nc(N)[nH]c(=O)c1C,150,106,103,45,102,92,95,87
COC(=O)c1cc(NC(=O)CC(=O)c2cccc(N)c2)cc(C(=O)OC)c1,76,75,97,61,64,75,92,43
CC1=NCC(C)c2ccccc21 (centres undefined),94,103,106,107,113,128,105,97
Cn1c(-c2ccccc2)cc(=O)n1-c1ccccc1,100,98,105,110,100,101,94,110
CN1CCN(CCCNC(=O)c2sc3cc(Cl)ccc3c2Cl)CC1,97,88,95,95,101,95,88,93

# Structural class, the entries above containing a thiophene ring, fused or not (three)
SMILES,MOLT-4,MDA-MB-435,MDA-MB-468,BT-549,MDA-MB-231,SR,MCF7,K-562
c1ccc(-c2nn(-c3ccccc3)c3nccc(-c4cccs4)c23)cc1,102,103,100,122,116,107,98,111
Fc1ccc(-n2cc(COc3ncnc4sc5c(c34)CCCC5)nn2)cc1Cl,99,99,106,103,96,94,95,96
CN1CCN(CCCNC(=O)c2sc3cc(Cl)ccc3c2Cl)CC1,97,88,95,95,101,95,88,93

# Additional entries follow:
SMILES,MOLT-4,MDA-MB-435,MDA-MB-468,BT-549,MDA-MB-231,SR,MCF7,K-562
Cc1ccc2cc(-c3nc4ccccc4s3)c(Cl)nc2c1Cl,93,112,104,119,87,85,90,83
COc1cc(O)cc(C)c1C(=O)O[C@H]1[C@@H](O)[C@H](n2ccc(=O)n(C)c2=O)O[C@@H]1CO,99,98,103,93,96,104,94,98
COc1ccc(-n2nc(C(=O)NCCCC(=O)NO)nc2-c2ccccc2)cc1,88,98,85,96,96,x,95,80
CC(C)=C[C@@H]1c2c(c3ccccc3n(C)c2=O)O[C@H]2c3c(c4ccccc4n(C)c3=O)OC(C)(C)[C@@H]12,39,84,61,55,86,x,70,56
CCC(N)CCc1ccc(O)cc1 (centres undefined),96,103,106,101,99,99,97,106
COc1cc(OC)c(S(=O)(=O)NNC(=O)c2ccncc2)cc1C1=NN(C(C)=O)C(c2ccc(Cl)cc2)C1 (centres undefined),107,110,102,104,101,96,98,105
CC(C)c1ccc(NC(=O)Cc2ccc(Nc3ncnc4cc(-c5cnn(CCN(C)C)c5)ccc34)cc2)cc1,-51*[30 µM],-85*[30 µM],-87*[30 µM],-15*[30 µM],-78*[30 µM],-49*[30 µM],-49*[30 µM],-35*[30 µM]
CCOC(=O)c1ccc(NC(=S)NC(=O)c2ccc(NC(C)=O)cc2OC)cc1,x,86,35,61,61,x,63,x
FC(F)(F)c1cccc(I)c1,112,107,109,103,110,102,100,105
